# M1AAP inhibition – P. falciparum M1AAP inhibitors, biochemical, fluorogenic H-Leu-NHMec substrate, 1536-well (AID 1445) | recombinant M1AAP, H-Leu-NHMec fluorogenic kinetic assay; higher % means a stronger effect | inhibition, % at 30 µM; hits with a dose series show IC50 in µM | 220,000 tested, 0.42% active;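 active = primary inhibition above the hit cutoff, then over 50% inhibition at one or more dose response concentrations, cut at about 23% in these data, passing the limit was not always enough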;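 also: plate controls were DMSO full reaction for no effect and no enzyme background for full effect; strong numbers were not always called active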
# AID2073 – inhibitors of Mint1-CaV2.2 protein interaction, biochemical, HTRF (AID 2073); 290,000 tested, 0.19% active; HTRF protein-protein interaction, Mint1-CaV2.2; higher % means a stronger effect; one-dose inhibition, % at 20 µM; IC50 in µM for titrated hits; in the data active = inhibition mostly above about 51%, no sharp cut-off; also: some results filed as inactive read as strong as hits
# NOD2 inhibition – NOD2 signaling inhibitors, cell-based, luminescence, uHTS, HEK293 (AID 1566) | HEK293 NOD2/NF-kB luciferase reporter, luminescence; higher % means a stronger effect | one-dose inhibition, % at 4 µM; EC50 in µM for titrated hits | 290,000 tested, 0.63% active; also: many of its hits are not listed in these tables
# M17LAP inhibition – P. falciparum M17LAP inhibitors, primary screen, biochemical, fluorogenic H-Leu-NHMec substrate, 1536-well (AID 1619); recombinant M17LAP, H-Leu-NHMec fluorogenic kinetic assay; higher % means a stronger effect; inhibition, % at 30 µM; hits with a dose series show IC50 in µM; 220,000 tested, 0.38% active;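 active = compound inhibiting the enzyme by more than half at any dose during confirmatory dose-response retesting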;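 also: plate controls were full reaction with DMSO carrier for no effect and no enzyme background for full effect; strong numbers were not always called active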
# XIAP antagonists – small molecules displacing peptide from XIAP – biochemical, IAP family, fluorescence polarization (AID 1018) | 200,000 tested, 0.007% active | one-dose displacement, % at 20 µM; IC50 in µM for titrated hits | XIAP BIR domain, fluorescence polarization peptide displacement; higher % means a stronger effect; in the data active = displacement above about 50%; also: a part of the inactive calls stands beside numbers as strong as those of hits
# LYP inhibition – inhibitors of LYP phosphatase, biochemical, fluorescence intensity, uHTS (AID 1779) | 290,000 tested, 0.054% active | recombinant LYP phosphatase, fluorescence intensity; higher % means a stronger effect | one-dose inhibition, % at 11.5 µM; IC50 in µM for titrated hits;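 also: plate controls were vehicle with enzyme for no effect and no enzyme for full effect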
# Siah-1 displacement – Siah-1 peptide-binding antagonists, primary screen, biochemical, fluorescence polarization, rhodamine-plectin, uHTS (AID 1817); Siah-1 / rhodamine-plectin peptide fluorescence polarization; higher % means a stronger effect; displacement, % at 20 µM; hits with a dose series show IC50 in µM; 290,000 tested, 0.02% active;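 active = displacement of at least 50% at 20 µM, with a fluorescence ratio check between 0.3 and a set limit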;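 also: plate controls were Siah plus tracer with DMSO for no effect and tracer alone without Siah for full effect; strong numbers were not always called active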
# Hep lipid drop – modulators of hepatic lipid droplet formation | AML12 mouse hepatocytes, oleate lipid droplets, BODIPY imaging | inhibition, % at 6.5 µM | 240,000 tested, 0.4% active | AID 1656;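 active = lipid droplet intensity inhibited by at least 50%, with more than 500 cells counted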
#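 System: AML12 hepatocytes (mouse). Probe or stimulus: oleic acid at 100 µM to induce lipid droplet formation. Times: overnight treatment with compound plus oleate. Detection: Image-based BODIPY and DAPI two-channel analysis. Evaluation: percent inhibition of filter-corrected integrated lipid droplet intensity per well.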
# CSM14.1 death rescue – protection against thapsigargin-triggered cell killing – 384-well, CSM14.1, ATP luminescence, primary screen (AID 1222); cellular ATP content (survival), % at 20 µM, or EC50 in µM where a hit was titrated; 190,000 tested, under 10 active; CSM14.1 thapsigargin-induced death rescue, ATP luminescence; higher % means a stronger effect;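 active = EC50 below 50 µM in the dose-response confirmation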;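 also: death triggered by thapsigargin at about 15 µM added after 2 h compound pretreatment; cell ATP read after overnight thapsigargin exposure of roughly 18 to 22 hours; normalized against plate controls of thapsigargin alone and 5% DMSO vehicle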
# Hep lipid drop cells 6.5 µM – second read-out of Hep lipid drop, no call of its own (marks repeat the call); cell count; measured here: cell count, cytotoxicity flag;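 cells counted across two imaged fields per well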
# The depositor's hits bear a star; nt = not tested or not shown; & = joins results of further samples. Rule as the data show it, unless noted: active = inhibition above about 50%; inactive = the rest. Some of the compounds tested (hit frequency here may not be typical).
# Assay codes: A = M1AAP inhibition; B = AID2073; C = NOD2 inhibition; D = M17LAP inhibition; E = XIAP antagonists; F = LYP inhibition; G = Siah-1 displacement; H = Hep lipid drop; I = Hep lipid drop cells 6.5 µM; J = CSM14.1 death rescue
> O=C(CCc1nc2ccccc2c(=O)[nH]1)OCc1nnc(-c2ccccc2)o1
  A = 9% | B = 4% | C = -6% | D = -3% | E = -5.7% | F = -3% | G = -5% | H = nt | I = nt | J = 0.0%

> O=c1c2ccccc2[nH]c(=S)n1CCc1ccccc1
  A = 3% | B = -14% | C = -28% | D = -9% | E = -1.8% | F = -8% | G = 2% | H = 2 | I = 633 | J = 1.2%

> COc1ccc(N2CCc3c(C)nc4c(OC)cccc4c32)cc1
  A = 14% | B = 2% | C = -14% | D = 11% | E = -0.6% | F = -1% | G = -5% | H = -11 | I = 732 | J = nt

> CC(C)N=C1SC(CC(=O)Nc2ccccc2)C(=O)N1C(C)C (stereo not drawn)
  A = nt | B = 10% | C = 28% | D = nt | E = -1.5% | F = -6% | G = 3% | H = 4 | I = 692 | J = -0.2%

> CCOC(=O)c1cnc2ccccc2c1Nc1ccc2c(c1)OCCO2
  A = 3% | B = 0% | C = -8% | D = 4% | E = -6.1% | F = -6% | G = -6% | H = 23 | I = 748 | J = 0.4%

> Cc1ccc(NC(=O)CN2C(=O)C3CC=CCC3C2=O)cc1S(=O)(=O)N1CCOCC1 (stereo not drawn)
  A = -2% | B = 1% | C = 7% | D = 1% | E = -9.6% | F = -8% | G = -3% | H = 16 | I = 682 | J = -1.8%

> CN1CCN(S(=O)(=O)c2ccc(NC(=O)c3cccc(S(=O)(=O)N4CCCC4)c3)cc2)CC1
  A = 8% | B = -7% | C = 5% | D = 11% | E = -0.1% | F = -7% | G = 0% | H = nt | I = nt | J = -0.4%

> CC(C)CC(C(=O)NC(=O)NCc1ccccc1)N1C(=O)c2ccccc2C1=O (stereo not drawn)
  A = 8% | B = -8% | C = 11% | D = -2% | E = -4.5% | F = -1% | G = -3% | H = nt | I = nt | J = -0.9%

> COCCN1C(=O)c2ccc(C(=O)NCc3ccco3)cc2C1=O
  A = nt | B = 4% | C = 3% | D = nt | E = nt | F = -7% | G = -1% | H = 13 | I = 648 | J = nt

> COCCn1c(C)cc(C2=NNC(=Nc3ccccc3)SC2)c1C
  A = 9% | B = -24% | C = -146% | D = 8% | E = -22% | F = 1% | G = 0% | H = nt | I = nt | J = -4.8%

# Some of the entries so far, as tab-separated lines:
smiles	M1AAP inhibition	AID2073	NOD2 inhibition	M17LAP inhibition	XIAP antagonists	LYP inhibition	Siah-1 displacement	Hep lipid drop	Hep lipid drop cells 6.5 µM	CSM14.1 death rescue
O=c1c2ccccc2[nH]c(=S)n1CCc1ccccc1	3%	-14%	-28%	-9%	-1.8%	-8%	2%	2	633	1.2%
COc1ccc(N2CCc3c(C)nc4c(OC)cccc4c32)cc1	14%	2%	-14%	11%	-0.6%	-1%	-5%	-11	732	nt
COCCN1C(=O)c2ccc(C(=O)NCc3ccco3)cc2C1=O	nt	4%	3%	nt	nt	-7%	-1%	13	648	nt

# The list goes on.
# Assay codes: A = M1AAP inhibition; B = AID2073; C = NOD2 inhibition; D = M17LAP inhibition; E = XIAP antagonists; F = LYP inhibition; G = Siah-1 displacement; H = Hep lipid drop; I = Hep lipid drop cells 6.5 µM; J = CSM14.1 death rescue
> CCC(C)(C)n1nnnc1C(c1ccccc1F)N1CCN(C(=O)c2ccco2)CC1 (stereo not drawn)
  A = nt | B = -2% | C = 2% | D = nt | E = nt | F = -11% | G = -2% | H = -11 | I = 754 | J = nt

> O=C(CC(c1ccco1)S(=O)(=O)c1ccccc1)c1ccc(F)cc1 (stereo not drawn)
  A = 3% | B = -6% | C = -4% | D = 16% | E = -3.3% | F = 2% | G = 3% | H = -3 | I = 813 | J = 2.2%

> COc1ccc(CCNC(=O)c2c[nH]c3ccccc3c2=O)cc1OC
  A = 5% | B = 7% | C = -1% | D = -2% | E = -6.2% | F = 2% | G = -3% | H = nt | I = nt | J = 3.6%

> COC(=O)c1ccccc1NC(=O)c1cnn2cccnc12
  A = 4% | B = -1% | C = 9% | D = -5% | E = -1.4% | F = 0% | G = 9% | H = -18 | I = 619 | J = -1.1%

> Cc1ccc2[nH]c(O)c(N=NC(=O)CCc3ccccc3)c2c1Br
  A = 8% | B = 8% | C = -12% | D = 4% | E = -12% | F = 3% | G = 0% | H = 6 | I = 687 | J = -1.7%

> Cc1cccnc1CN1CCN(Cc2nc(Cc3cccc(F)c3)no2)CC1
  A = -1% | B = -1% | C = -5% | D = 0% | E = -4.8% | F = -6% | G = 6% | H = -10 | I = 731 | J = 0.4%

> COc1ccc(C(=O)N2CCN(Cc3ccccn3)CC2)cc1
  A = nt | B = 4% | C = 1% | D = nt | E = nt | F = -6% | G = 2% | H = -2 | I = 817 | J = nt

> Cc1c(C(=O)Nc2cccc(Cl)c2)oc2ccc(S(=O)(=O)N3CCC4(CC3)OCCO4)cc12
  A = -11% | B = 14% | C = 24% | D = 2% | E = -10% | F = -2% | G = 0% | H = nt | I = nt | J = 0.0%

> O=[N+]([O-])c1cccc(/C=N/Nc2ccccn2)c1
  A = 8% | B = 2% | C = -94% | D = 2% | E = -3.2% | F = -2% | G = 2% | H = 8 | I = 670 | J = -0.1%

> Cc1ccc(-c2ccc(=O)n(CC(=O)Nc3ccc4c(c3)OCCO4)n2)cc1
  A = nt | B = -6% | C = 3% | D = nt | E = 0.2% | F = -3% | G = -1% | H = 3 | I = 696 | J = 0.1%

> COc1ccc2cc(C(=O)C3CCCN(Cc4cnc(C)s4)C3)ccc2c1 (stereo not drawn)
  A = -1% | B = 13% | C = 1% | D = -2% | E = -4.4% | F = -10% | G = -3% | H = 10 | I = 695 | J = -1.9%

> CC1(C)CC(NC(=O)COc2ccc(Br)cc2Cl)CC(C)(C)N1
  A = nt | B = 7% | C = 10% | D = nt | E = nt | F = -9% | G = 7% | H = 2 | I = 599 | J = nt

> COc1ccc2c(c1)C(=NNc1ccc(C(=O)O)cc1)c1cc(OC)ccc1-2
  A = nt | B = 16% | C = -113% | D = nt | E = nt | F = 1% | G = -8% | H = -3 | I = 788 | J = nt

> COc1ccccc1-n1cnc2c(c1=O)c1nc3ccccc3nc1n2-c1ccc(C)cc1
  A = 9% | B = -5% | C = 12% | D = -9% | E = -9.9% | F = -1% | G = 4% | H = 14 | I = 673 | J = 1.1%

> CCC(=O)NC(=S)Nc1cccc(Cl)c1N1CCCCC1
  A = 1% | B = -9% | C = 18% | D = -4% | E = -19% | F = 6% | G = -1% | H = nt | I = nt | J = 2.5%

> CN(CC(=O)Nc1ccc(Cl)c(Cl)c1)C(=O)/C=C/c1ccc(F)cc1
  A = 3% | B = 0% | C = 3% | D = 4% | E = -7.7% | F = -4% | G = -4% | H = -4 | I = 665 | J = -0.1%

> O=C(Nc1ccc(S(=O)(=O)Nc2cnc3ccccc3n2)cc1)c1cccc(OC(F)F)c1
  A = nt | B = 10% | C = 26% | D = nt | E = nt | F = -3% | G = 7% | H = 0 | I = 821 | J = nt

> COc1ccccc1CNC(=O)COC(=O)Cc1ccc(Cl)cc1
  A = 7% | B = -1% | C = -3% | D = 10% | E = -8.2% | F = -5% | G = -5% | H = -8 | I = 750 | J = -0.1%

> CCOC(=O)c1cnn(-c2ncnc3c2oc2ccccc23)c1N
  A = nt | B = 5% | C = -154% | D = nt | E = -8.0% | F = -7% | G = 7% | H = 9 | I = 727 | J = -3.8%

> COc1ccc(C(=O)N/N=C2\CCc3ccccc32)cc1OC
  A = 1% | B = 10% | C = -6% | D = 8% | E = -2.1% | F = 1% | G = 6% | H = 1 | I = 711 | J = -0.8%

> COCCn1c(-c2cc(OC)c(OC)c(OC)c2)nc2oc3ccccc3c(=O)c2c1=O
  A = nt | B = 7% | C = 18% | D = nt | E = -1.3% | F = 3% | G = -4% | H = 3 | I = 734 | J = -1.7%

> O=S(=O)(c1ccc(F)cc1)N1CCC(O)(c2ccc3c(c2)OCO3)CC1
  A = 0% | B = 18% | C = -17% | D = -7% | E = -2.3% | F = -7% | G = -1% | H = nt | I = nt | J = -3.3%

> COc1ccc(C(=O)Nc2cc(C(C)=O)c(C)oc2=O)cc1
  A = 17% | B = 30% | C = -6% | D = 2% | E = -5.9% | F = 13% | G = 0% | H = 16 | I = 756 | J = 0.3%

> CC(C)COP(=O)(CNC(=O)CN1C(=O)c2ccccc2S1(=O)=O)OCC(C)C
  A = 6% | B = -6% | C = 14% | D = 10% | E = -1.9% | F = -1% | G = 6% | H = -2 | I = 664 | J = -1.7%

> C[C@@H]1C=C[C@](Cc2ccccc2)(C(=O)NCC2CC2)N1C(=O)c1ccccc1
  A = 5% | B = -4% | C = -48% | D = -5% | E = -14% | F = -5% | G = -4% | H = -32 | I = 791 | J = -4.0%

> Cc1c(NC(=S)SCc2ccccc2)c(=O)n(-c2ccccc2)n1C
  A = 3% | B = 3% | C = 18% | D = 2% | E = -2.3% | F = -4% | G = 2% | H = -2 | I = 663 | J = -1.3%

> CN(C)S(=O)(=O)c1cc(NC(=O)CN2CCNC(=O)C2)ccc1Cl
  A = 9% | B = -2% | C = 12% | D = -11% | E = -1.2% | F = -8% | G = 6% | H = -19 | I = 471 | J = -2.5%

> Cc1ccc2cc(/C=N/NC(=O)[C@H](C)NC(=O)OC(C)(C)C)c(Cl)nc2c1
  A = 7% | B = 1% | C = -14% | D = 6% | E = 2.4% | F = -3% | G = 1% | H = 16 | I = 614 | J = -2.2%

> O=C(NCc1ccccc1)c1cc(-c2cccc(O)c2)on1
  A = -2% | B = 1% | C = -48% | D = 0% | E = -4.8% | F = -4% | G = 1% | H = 2 | I = 763 | J = -1.5%

> CCOC(=O)C1CCCN(Cc2cc(=O)oc3cc(C)ccc23)C1 (stereo not drawn)
  A = 3% | B = -6% | C = -23% | D = 6% | E = -4.9% | F = -4% | G = 17% | H = -20 | I = 658 | J = -0.2%

> S=C(c1ccc(-c2cccc(Cl)c2)o1)N1CCOCC1
  A = 7% | B = -1% | C = -62% | D = 4% | E = -8.6% | F = 3% | G = 3% | H = 15 | I = 809 | J = 1.3%

> N#CC(=C=[N-])c1nc2ccccc2nc1-[n+]1cccc(NC(=O)c2ccccc2)c1
  A = -1%&6% | B = -66%&-20% | C = -10%&1% | D = -8%&-4% | E = nt | F = -5%&-7% | G = 4%&-3% | H = 0&-13 | I = 762&676 | J = nt

> COC(=O)c1c(NC(=O)COC(=O)c2ccc(O)cc2)sc2c1CCCCC2
  A = 9% | B = 6% | C = 6% | D = 1% | E = -6.9% | F = 1% | G = 4% | H = -5 | I = 671 | J = -5.9%

> Cc1ccc(NC(=O)C(CC(C)C)NC(=O)C2CCC(C)CC2)nc1 (stereo not drawn)
  A = 3% | B = -2% | C = 10% | D = -2% | E = -6.4% | F = 1% | G = 0% | H = -3 | I = 802 | J = -0.4%

# Bioassay records as filed in PubChem.
